RGS4 inh: human RGS4 inhibition | P49798 | Transcreener GDP fluorescence polarization, RGS4-accelerated GTP hydrolysis | Potency, µM (top dose mostly 114 µM), for the others: top-dose activity change, negative = inhibition, hits mostly inhibitors | 0.039% of 390,000 active; note: % is set by controls: 0 for no effect and ±100 for the full control effect; nearly all actives have a fitted effect of over 75% in size; some results filed as inactive show a strong effect at the top dose
Target sequence (P49798 whole entry, looked up): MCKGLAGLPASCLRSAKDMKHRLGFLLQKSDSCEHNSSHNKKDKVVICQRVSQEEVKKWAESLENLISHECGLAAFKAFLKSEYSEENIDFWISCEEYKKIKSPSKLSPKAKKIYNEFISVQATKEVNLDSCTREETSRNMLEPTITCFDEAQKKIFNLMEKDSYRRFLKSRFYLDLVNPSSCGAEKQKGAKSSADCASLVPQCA
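MLSMR compounds (23 nl, pin-transferred) preincubated 10 min at room temperature with a 500nM (2x) first reagent, then RGS4 at 900nM (2x) plus Transcreener GDP mix added; fluorescence polarization (620/688 nm) read before and after 90 min at 30 °C.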
USP1 inh: USP1/UAF1 (human) deubiquitinase inhibition; recombinant USP1/UAF1, Ub-Rhodamine cleavage fluorescence; Potency, µM (doses to about 57.1 µM), for the others: top-dose activity change, negative = inhibition, most hits filed as inhibitors; 0.23% of 390,000 active; note: % is set by controls: 0 for no effect and ±100 for the full control effect; nearly all actives have a fitted effect of over 60% in size; inactives centre near -12
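In this screen, compounds sit with the deubiquitinase complex (1nM) for 15 min at room temperature before Ub-Rho is added at 150nM final. Fluorescence rise is then followed for 6 reads every 60 seconds.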
Vif-A3G inh: Vif-A3G binding inhibition. HeLa A3G-eYFP + Vif (tagged APOBEC3G with the HIV-1 protein that degrades it), YFP fluorescence, overnight. Potency, µM (series often up to 46.1 µM), for the others: at the top dose activity, negative = active, actives largely listed as inhibitors. 0.076% of 410,000 active. AID 602310;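 note: % is set by controls: 0 for no effect and ±100 for the full control effect; nearly all actives have a fitted effect of over 60% in size; hits raise eYFP signal because A3G escapes Vif-driven loss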
Target sequence (Q9HC16 whole entry, looked up): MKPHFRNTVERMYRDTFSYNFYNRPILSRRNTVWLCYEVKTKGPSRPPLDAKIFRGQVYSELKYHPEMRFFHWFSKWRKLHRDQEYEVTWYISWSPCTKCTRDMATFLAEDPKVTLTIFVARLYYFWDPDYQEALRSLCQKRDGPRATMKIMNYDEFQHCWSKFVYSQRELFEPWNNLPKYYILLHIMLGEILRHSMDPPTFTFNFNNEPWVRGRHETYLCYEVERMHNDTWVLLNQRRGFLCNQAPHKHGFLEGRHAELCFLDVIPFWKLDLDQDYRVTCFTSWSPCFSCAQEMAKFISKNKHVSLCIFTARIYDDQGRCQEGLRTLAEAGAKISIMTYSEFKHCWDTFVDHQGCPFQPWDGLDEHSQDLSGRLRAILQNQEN
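Read-out is eYFP fluorescence (Ex 488/Em 500-530) from Vif-expressing HeLa A3G-eYFP cells; more signal means A3G escaped Vif-mediated degradation. Cells plated overnight, compound pinned in, incubated overnight at 37 deg C.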
TrxR1 inh: inhibitors of rat thioredoxin reductase 1. O89049. recombinant rTrxR1, NADPH fluorescence consumption, selenite substrate. Potency, µM (highest dose often 114 µM), without a hit: at the highest dose activity change, negative = inhibition, usual class: inhibitors. 1% of 390,000 active. AID 588453; note: % is set by controls: 0 for no effect and ±100 for the full control effect; nearly all actives have a fitted effect of over 65% in size
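Rat TrxR1 (90 nM in the dispensed reagent) was pre-reduced with 400 uM NADPH for 5 min at room temperature, then incubated with compound for 15 min. After 400 uM selenite was added, NADPH fluorescence (Ex 340/Em 450 nm) was followed for 8 min.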
Vif-APOBEC3F blk: inhibitors of Vif-A3F interaction | Potency, µM (highest dose often 46.1 µM), inactives show at the top dose activity, negative = active | HeLa A3F-eYFP + Vif (tagged APOBEC3F with the HIV-1 protein that degrades it), YFP fluorescence increase | 0.2% of 390,000 active | AID 602313; note: % of control where 0% means no effect; nearly all actives have a fitted effect of over 65% in size
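HeLa cells stably expressing A3F-eYFP plus Vif, plated and incubated overnight at 37 deg C, then exposed to compounds overnight at 37 deg C. Blocked degradation read as raised yellow fluorescence (Ex 488/Em 500-530).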
IDH1 R132H inh: human IDH1 R132H inhibition; O75874; AID 602179; Potency, µM (titrated, usually from 76.6 µM), without a hit: top-dose activity change, negative = inhibition, actives largely listed as inhibitors; IDH1-R132H enzyme, NADPH consumption, diaphorase/resazurin fluorescence; 0.093% of 390,000 active; note: % is set by controls: 0 for no effect and ±100 for the full control effect; nearly all actives have a fitted effect of over 65% in size
Target sequence (O75874 whole entry R132H, stated change not applied): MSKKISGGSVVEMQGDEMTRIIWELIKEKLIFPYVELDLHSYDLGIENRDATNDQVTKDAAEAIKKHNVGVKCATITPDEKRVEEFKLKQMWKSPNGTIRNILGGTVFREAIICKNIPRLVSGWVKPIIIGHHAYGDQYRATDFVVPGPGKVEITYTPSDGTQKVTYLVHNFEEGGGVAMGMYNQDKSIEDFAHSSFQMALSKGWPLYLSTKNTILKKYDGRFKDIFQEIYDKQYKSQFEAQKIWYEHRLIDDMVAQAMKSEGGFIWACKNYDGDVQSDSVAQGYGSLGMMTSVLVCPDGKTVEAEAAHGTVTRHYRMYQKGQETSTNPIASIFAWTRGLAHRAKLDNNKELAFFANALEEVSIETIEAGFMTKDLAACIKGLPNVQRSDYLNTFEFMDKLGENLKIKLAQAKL
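IDH1-R132H (0.5 ug/mL) preincubated 30 min with compound, then NADPH (0.016 mM) and alpha-KG (2 mM) added; 80 min at RT, pH 7.5. Remaining NADPH coupled via diaphorase/resazurin to fluorescence (540/590 nm); concentration-response curves normalized to no-enzyme control.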
12-LOX inh: inhibitors of human 12S-lipoxygenase ALOX12 | P18054 | purified 12hLO, xylenol orange hydroperoxide absorbance | Potency, µM (top dose mostly 108 µM), inactives show top-dose activity change, negative = inhibition, hits mostly inhibitors | 1.1% of 580,000 active | AID 1671190; note: % is set by controls: 0 for no effect and ±100 for the full control effect
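Purified human 12hLO at 150 nM in 25 mM Hepes, 0.01% Triton X-100, pH 7.0, preincubated 15 min at room temperature with compound. Reaction started with 40 uM arachidonic acid, 30 min at room temperature. Hydroperoxide measured by Fe-xylenol orange, 573/405 nm absorbance ratio.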
TrxR1 substrate: rat thioredoxin reductase 1 substrate activity; O89049; purified TrxR1 substrate turnover, NADPH consumption readout; Potency, µM (doses to about 114 µM), inactives show at the top dose activity change, negative = substrate turnover; 0.01% of 390,000 active; AID 588456; note: % is set by controls: 0 for no effect and ±100 for the full control effect; nearly all actives have a fitted effect of over 50% in size
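Rat TrxR1, dispensed at 90 nM, was prereduced with 400 uM NADPH (final) for 5 min at ~22 deg C, then incubated with compound 15 min before 400 uM selenite. A first-read NADPH fluorescence drop versus no-compound background flagged substrates.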
RXFP1 agonist: RXFP1 (human) receptor agonism; HEK293T-RXFP1 cAMP TR-FRET, 30 min; response scale: percent of porcine relaxin response, buffer zero; Potency, µM (highest dose often 57.5 µM), for the others: top-dose activation, most hits filed as activators; AID 2676; 0.3% of 370,000 active; note: % is set by controls: 0 for no effect and ±100 for the full control effect; nearly all actives have a fitted effect of over 60% in size; many of its hits are not listed in these tables
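HEK293 cells stably expressing RXFP1, treated 30 min at 37C with compounds plus PDE4 inhibitor Ro 20174; cAMP measured by HTRF TR-FRET. Normalized to buffer and 29 nM porcine relaxin; EC50 by Hill fit.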
Starred values were filed as active, the others as inactive; ? = inconclusive; . = no result given; [ ] = another dose, or the depositor's remark. Calls come from the whole dose curve; as a rule, active = well fitted curve in the direction sought with a large enough effect; inconclusive = small, poorly fitted or top-dose-only effect, or another doubt; inactive = no such curve, though single readings can be large; an effect the other way counts as inactive or inconclusive. Potency is the fitted concentration of half-maximal effect. A portion of the library. The share of hits here may be higher or lower than overall.

Molecule | RGS4 inh | USP1 inh | Vif-A3G inh | TrxR1 inh | Vif-APOBEC3F blk | IDH1 R132H inh | 12-LOX inh | TrxR1 substrate | RXFP1 agonist
CN(C)CCCN(C(=O)c1cc(-c2cccs2)nc2ccccc12)c1nc2ccc(F)cc2s1 | -19.0% | -30.3% | -12.7% | -19.2% | 1.0% | 0.0% | ? | -7.9% | -0.9%
OCCN1C2=NCCCN2c2ccccc21 | -10.6% | -20.9% | 1.6% | 11.7% | 0.9% | -9.7% | -1.8% | -1.2% | 2.3%
Cc1ccccc1OCC(=O)OCC(=O)c1ccc[nH]1 | -23.9% | -15.3% | 0.3% | 23.4% | 2.0% | 4.2% | 38.5%[activator] | 8.5% | 1.4%
Cn1cc(S(=O)(=O)N2CCc3ccccc32)cc1C(=O)NC(C)(C)C | -3.8% | -18.8% | -0.2% | -0.1%[57.1 µM] | -2.4% | 3.7% | ? | 4.4%[57.1 µM] | 2.7%
COc1cccc(OC)c1C1=CC(=O)C[C@H](c2ccc3c(c2)OCO3)C1 | 11.8% | 0.9% | ? | 32.6%[activator] | -12.9% | 4.9% | -2.2% | 6.0% | 0.3%
CCOc1ccc2c(c1)c(N=Nc1cccc(C(=O)O)c1)c(O)n2C | 6.8% | -35.1% | 0.1% | -14.7% | -3.0% | 2.4% | -14.9% | 7.1%[0.457 µM] | 5.0%
Cc1cc(C)cc(OCc2nc3ncc(Br)cc3[nH]2)c1 | 27.6%[11.4 µM] | -1.5% | -22.4% | 22.3%[57.1 µM] | -15.8% | 1.5% | 3.0% | -12.5% | .
Cn1cc(C(=O)Nc2ccc(Cl)c(Cl)c2)cn1 | 15.4% | -11.2% | -6.0% | 15.1% | 7.3% | 0.7% | 0.0% | 5.7% | .
Cc1ccc(NC(=O)Nc2c(C)n(C)n(-c3ccccc3)c2=O)cc1 | 6.0% | -16.2% | -1.9% | 9.0% | -2.8% | -0.3% | 4.3% | 4.5% | 5.6%
Nc1nc(-c2cccnc2)nc(N2CCCCC2)n1 | 15.8% | -15.1% | -1.1% | 13.8%[57.1 µM] | 1.1% | 2.6% | 0.0% | 7.2%[57.1 µM] | -0.8%
OCCN=C(c1ccccc1)C12CN3CN(CN(C3)C1)C2 | 4.7% | -19.7% | 2.5% | -12.9% | -1.9% | 5.7% | 124.1%[activator] | -5.1% | 0.1%
O=C(NCc1ccco1)c1ccc(COc2ccccc2Cl)cc1 | -27.5% | -14.0% | -17.6% | -20.2% | -5.5% | 8.8% | 144.4%[activator] | 4.1%[57.1 µM] | 4.4%
COc1ccc2[nH]c(C)c(CCNC(=S)Nc3ccc(C)cc3)c2c1 | -44.7% | -24.9% | -1.1% | 11.4% | -6.3% | 4.0% | ? | -1.3% | -4.4%
Cc1ccc(C)c(OCCC(=O)OCC(=O)NC2CCS(=O)(=O)C2)c1 (stereo not given) | 1.7% | -21.9% | -5.6% | 0.1% | -5.3% | 3.7% | 17.2% | -1.4% | 0.3%
C[n+]1c(/C=C/c2ccc3c(c2)OCO3)ccc2ccccc21 | 4.3% | -11.5% | 1.4% | 4.3% | -16.0% | 1.1% | 36.3%[activator] | -2.9% | -0.7%

(further entries)
Molecule | RGS4 inh | USP1 inh | Vif-A3G inh | TrxR1 inh | Vif-APOBEC3F blk | IDH1 R132H inh | 12-LOX inh | TrxR1 substrate | RXFP1 agonist
O=C(Nc1cc(Cl)c(Cl)cc1Cl)c1cccnc1 | -15.1% | -17.1% | -10.5% | 16.5% | -2.3% | 2.1% | ? | 5.9% | -0.2%
CCOC(=O)CCS(=O)(=O)c1nc(-c2ccccc2)cc(C(F)(F)F)n1 | ? | -24.3% | ? | 15.8µM* | 5.4% | 6.8% | ? | 5.5% | 0.8%
Cc1cc(C)cc(C(=O)NCC(=O)OCc2cc([N+](=O)[O-])cc3c2OCOC3)c1 | -1.0% | -19.4% | -9.4% | 20.9% | ? | -1.0% | -9.1% | -5.4% | 0.1%
S=c1nc(Cc2ccc(Cl)cc2)[nH]c2ccccc12 | 1.5% | -14.7% | -1.0% | 23.0%[57.1 µM] | -12.1% | -1.1% | -19.9% | 7.3%[57.1 µM] | 21.3%
CCc1nnc(N2C(=N)SCC2=O)s1 | 13.0% | -12.0% | -0.9% | 0.5% | ? | -1.8% | ? | -7.5% | 2.7%
O=c1oc2ccccc2c(O)c1C=Nc1cccnc1 | -32.5% | -18.2% | 1.7% | 11.3%[57.1 µM] | 1.6% | -1.2% | -1.8% | 2.9% | -0.8%
Cc1cc(NC(=O)CCC(=O)N(CCC(C)C)CC(=O)NCC2CCCO2)no1 (stereo not given) | 30.7% | 4.4% | -0.3% | -0.9% | -11.4% | -4.7% | -15.3% | -4.5% | 2.9%
COC(=O)c1cc2sccc2n1Cc1ccc(C)cc1 | 34.8% | -5.4% | 2.3% | 3.3% | -0.1% | -2.8% | -8.9% | 8.0% | 1.2%
C=CCOc1ccc2cccc(/C=N/NC(=O)c3cc4cc([N+](=O)[O-])ccc4s3)c2c1 | 18.3% | 0.6% | 2.7% | -8.0%[57.1 µM] | ? | 1.1% | -13.8% | 0.5%[57.1 µM] | -4.5%
CCOC(=O)C1=CN(Cc2cccc(F)c2)S(=O)(=O)N(C)C1c1cccc(OC)c1 (stereo not given) | -15.6% | -24.9% | 0.0% | 28.2% | -9.2% | -5.5% | -2.0% | 2.6% | .
CNC(=O)COC(=O)/C=C/c1nc2ccccc2s1 | 7.6% | 0.0% | 1.4% | -21.7% | 3.9% | -7.4% | 23.5% | -4.1% | 4.2%
CCOc1ccccc1CNC(=O)Cn1nc(N2CCN(c3ccccc3)CC2)ccc1=O | -14.0% | 9.0% | 4.8% | 2.8%[57.1 µM] | -0.6% | -0.8% | -17.3% | -2.2%[57.1 µM] | 0.1%
CCc1nn2c(=O)cc(COC(=O)c3ccc(NC(=O)CCc4ccccc4)cc3)nc2s1 | 14.5% | -18.4% | 4.0% | 15.5%[57.1 µM] | -3.5% | -13.8% | -10.2% | -1.5%[57.1 µM] | ?
O=C(CCCN1C(=O)C2C3C=CC(C3)C2C1=O)N1CCN(c2ccccc2)CC1 (stereo not given) | -25.5% | -15.0% | 0.6% | 7.5%[57.1 µM] | 3.0% | -2.0% | -6.8% | 0.5%[57.1 µM] | 0.9%
COc1ccc2c(c1)CC[C@@H]1[C@@H]2CC[C@]2(C)C(=O)CC[C@@H]12 | -0.9% | -16.9% | 0.0% | -23.6% | -9.4% | -5.3% | -12.7% | -11.1% | 1.2%

One compound at a time, as listed above:
`S=c1nc(Cc2ccc(Cl)cc2)[nH]c2ccccc12` is listed with RGS4 inh: 1.5%; USP1 inh: -14.7%; Vif-A3G inh: -1.0%; TrxR1 inh: 23.0%[57.1 µM]; Vif-APOBEC3F blk: -12.1%; IDH1 R132H inh: -1.1%; 12-LOX inh: -19.9%; TrxR1 substrate: 7.3%[57.1 µM]; RXFP1 agonist: 21.3%
`CNC(=O)COC(=O)/C=C/c1nc2ccccc2s1` is listed with RGS4 inh: 7.6%; USP1 inh: 0.0%; Vif-A3G inh: 1.4%; TrxR1 inh: -21.7%; Vif-APOBEC3F blk: 3.9%; IDH1 R132H inh: -7.4%; 12-LOX inh: 23.5%; TrxR1 substrate: -4.1%; RXFP1 agonist: 4.2%
`CCOC(=O)CCS(=O)(=O)c1nc(-c2ccccc2)cc(C(F)(F)F)n1` is listed with RGS4 inh: ?; USP1 inh: -24.3%; Vif-A3G inh: ?; TrxR1 inh: 15.8µM*; Vif-APOBEC3F blk: 5.4%; IDH1 R132H inh: 6.8%; 12-LOX inh: ?; TrxR1 substrate: 5.5%; RXFP1 agonist: 0.8%

Carrying on.
Molecule | RGS4 inh | USP1 inh | Vif-A3G inh | TrxR1 inh | Vif-APOBEC3F blk | IDH1 R132H inh | 12-LOX inh | TrxR1 substrate | RXFP1 agonist
O=C(CSC1=NS(=O)(=O)c2ccccc2N1)c1ccccc1 | -2.0% | -9.0% | 0.9% | -10.3% | 4.1% | -4.0% | -6.4% | -13.2% | 1.0%
CC(=O)N1CCCC(C(=O)c2ccc(Oc3ccccc3)cc2)C1 (stereo not given) | -4.1% | -5.5% | 8.6% | 10.0% | -6.7% | 5.2% | 0.0% | 2.8% | -1.5%
COc1cccc(Cn2c(N)c(C#N)c3nc4ccccc4nc32)c1OC | 51.4% | -2.4% | -16.1% | 17.0%[57.1 µM] | -4.2% | -1.7% | 0.0% | 29.2%[57.1 µM] | 6.9%
COc1cc2c(cc1OC)C1Cc3ccc(OC)c(OC)c3CN1CC2 (stereo not given) | 16.6% | -7.2% | -2.1% | 5.7% | . | 2.7% | 10.1% | 5.1% | 0.2%
O=C(c1cccc(S(=O)(=O)N2CCOCC2)c1)N(CCc1ccccc1)Cc1ccccc1 | 4.2% | -22.7% | -8.7% | 20.3% | 0.4% | -13.0% | -3.9% | 0.7% | -1.2%
CCOC(=O)c1c(NC(C)=O)c2c3c(sc2n1Cc1ccc(Cl)cc1)CCCC3 | 7.2% | 2.4% | . | 16.8% | . | . | -20.6% | 0.9% | 1.2%
